Compound activity as filed in PubChem BioAssay.
SENP7 inh – SENP7 protease inhibitors, primary screen, biochemical, luminescence, uHTS | recombinant SENP7, Z-RLRGG-aminoluciferin luminescence, 40 min | inhibition, % at 5 µM | hit rate 1.5% among 330,000 | AID 434973, 2010;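 active means inhibition above about 50% at the single test dose, limit read from the data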;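 further: plate controls were DMSO with enzyme for no effect and no enzyme buffer wells for full effect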
Jurkat NFkB inh – inhibitors of induced NF-kB luciferase reporter, primary screen, TCR NF-kB activation inhibitor project, cell-based, luminescence, uHTS; Jurkat, PMA/ionomycin-induced NF-kB luciferase reporter; inhibition, % at 4 µM; hit rate 0.53% among 330,000
SENP8 inh – SENP8 protease inhibitors, primary screen, biochemical, luminescence; Sentrin-specific protease 8 (Homo sapiens), Q96LD8; purified SENP8, Z-RLRGG-aminoluciferin cleavage; inhibition, % at 10 µM; hit rate 1.2% among 330,000
Apaf1 inhib – inhibitors of human Apaf-1 apoptosome, primary screen, biochemical, DEVD-Rh110 fluorescence, uHTS; reconstituted apoptosome caspase-3 activity; inhibition, % at 20 µM; hit rate 0.71% among 330,000; AID 489030, 2010; active means inhibition of at least 40% at 20 µM;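 further: plate controls were DMSO wells for no effect and DEVD-CHO caspase inhibitor wells for full effect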
Target sequence (O14727 whole entry, looked up): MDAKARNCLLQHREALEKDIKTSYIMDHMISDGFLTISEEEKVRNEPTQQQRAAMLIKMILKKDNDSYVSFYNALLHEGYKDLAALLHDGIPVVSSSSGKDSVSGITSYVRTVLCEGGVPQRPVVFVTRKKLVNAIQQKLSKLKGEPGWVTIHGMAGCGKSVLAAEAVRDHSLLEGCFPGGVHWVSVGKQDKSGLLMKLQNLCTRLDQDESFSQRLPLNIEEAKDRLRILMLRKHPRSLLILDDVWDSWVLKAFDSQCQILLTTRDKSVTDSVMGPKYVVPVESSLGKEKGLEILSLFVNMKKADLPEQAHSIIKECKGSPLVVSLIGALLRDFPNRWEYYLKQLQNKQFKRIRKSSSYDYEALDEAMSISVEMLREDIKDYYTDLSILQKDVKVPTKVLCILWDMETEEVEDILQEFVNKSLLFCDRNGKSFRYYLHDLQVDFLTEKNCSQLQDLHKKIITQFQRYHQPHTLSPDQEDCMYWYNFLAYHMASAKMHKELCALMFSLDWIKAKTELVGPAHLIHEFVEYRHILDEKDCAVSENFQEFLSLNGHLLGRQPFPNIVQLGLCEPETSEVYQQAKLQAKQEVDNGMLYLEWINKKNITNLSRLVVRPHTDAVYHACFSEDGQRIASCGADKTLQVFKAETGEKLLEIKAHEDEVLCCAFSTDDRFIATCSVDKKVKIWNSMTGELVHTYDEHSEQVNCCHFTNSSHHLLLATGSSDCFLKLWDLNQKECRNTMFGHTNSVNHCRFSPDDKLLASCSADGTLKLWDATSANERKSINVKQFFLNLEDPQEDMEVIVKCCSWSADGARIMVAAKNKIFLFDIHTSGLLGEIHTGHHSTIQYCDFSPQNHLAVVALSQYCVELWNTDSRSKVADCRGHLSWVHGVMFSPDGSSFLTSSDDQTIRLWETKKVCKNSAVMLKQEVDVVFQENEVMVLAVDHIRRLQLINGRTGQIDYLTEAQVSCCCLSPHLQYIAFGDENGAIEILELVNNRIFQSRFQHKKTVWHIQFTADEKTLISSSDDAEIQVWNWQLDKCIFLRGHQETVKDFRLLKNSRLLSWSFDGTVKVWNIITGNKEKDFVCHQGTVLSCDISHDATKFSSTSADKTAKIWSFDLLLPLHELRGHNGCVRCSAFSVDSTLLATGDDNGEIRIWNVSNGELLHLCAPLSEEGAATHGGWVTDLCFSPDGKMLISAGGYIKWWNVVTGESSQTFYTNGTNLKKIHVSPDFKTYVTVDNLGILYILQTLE
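System: Apoptosome proteins | Medium: Hepes pH 7.5 with detergent and BSA | Also added: Cytochrome c trigger plus (Z-DEVD)2-Rh110 caspase-3 substrate | Incubation: 30 min compound preincubation, 50 min activation, room temperature | Detection: Rhodamine 110 fluorescence at Ex 480/Em 540 nm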
UBC13 polyUb – UBC13 polyubiquitin chain formation inhibitors, primary screen, biochemical, TR-FRET, uHTS | Ubiquitin-conjugating enzyme E2 N (Homo sapiens), P61088 | inhibition, % at 20 µM | hit rate 0.47% among 330,000 | AID 485273, 2010; in the data active means inhibition above about 45%, passing the limit was not always enough
Gli-Sufu antag – Gli-Sufu pathway antagonists, primary screen, luciferase luminescence, Sufu-KO-LIGHT cells, uHTS | Sufu-KO-LIGHT fibroblasts, Gli luciferase reporter luminescence | inhibition, % at 5 µM | hit rate 0.74% among 340,000;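 active means inhibition above about 55%, limit read from the data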;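 further: 0% = DMSO-treated cells and 100% = wells with medium but no cells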
697 NFkB inh – inhibitors of PMA/ionomycin-induced NF-kB reporter, 697 cells, primary screen, B-cell NF-kB inhibitor project, cell-based, luminescence, uHTS. 697 B-cell NF-kB luciferase reporter, 16 h. AID 435022, 2010. hit rate 0.33% among 330,000. inhibition, % at 4 µM; in the data active means inhibition above about 35%
HKDC1 inhibitor – HKDC1 hexokinase inhibitors, primary screen, biochemical, fluorescence, uHTS | Q2TB90 | recombinant HKDC1, G6PDH/diaphorase resazurin coupled fluorescence | inhibition, % at 20 µM | hit rate 0.16% among 340,000 | AID 493160, 2011;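 active means inhibition above about 35% when tested at 20 µM, limit read from the data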;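 further: plate controls were DMSO wells with enzyme for no effect and DMSO wells lacking enzyme for full effect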
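Test system: recombinant HKDC1 (HK5) hexokinase enzyme, produced in-house; Amount: enzyme 5 µg/mL final; Buffer or medium: Tris pH 8.0 buffer with MgCl2, Tween-20, BSA, BME; Reagent: glucose and ATP substrates; Doses: 20 µM test compound, 1% DMSO; Incubation: 90 min reaction incubation at room temperature, dark; Detection: resorufin fluorescence at 613 nm.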
Starred values were filed as active, the others as inactive; nt = not tested or not shown. Unless noted, no stated cut-off is given here; in the data, active means inhibition above about 50%; inactive means the rest.

SMILES	SENP7 inh	Jurkat NFkB inh	SENP8 inh	Apaf1 inhib	UBC13 polyUb	Gli-Sufu antag	697 NFkB inh	HKDC1 inhibitor
OCCC1CN(Cc2nc3ccccc3[nH]2)CCN1C1CCCC1 (configuration not stated)	-2	3	0	-26	4	-17	4	-5
Cc1ccnc(NS(=O)(=O)c2ccc(N3C(=O)C4CCCCC4C3=O)cc2)n1 (configuration not stated)	-9	5	-9	4	-4	-27	6	-8
Cc1cc(C(F)(F)F)nn1CC(=O)N1CCCC1	11	-22	-7	3	-12	4	-23	-4
C/C(=N\NC(=O)C1CCCN(S(=O)(=O)c2ccccc2)C1)c1cccnc1 (configuration not stated)	3	-25	-5	4	0	-33	-65	-8
O=C(N/N=C1/C(=O)c2cccc3cccc1c23)c1ccc(Cl)cc1	-7	4	-1	21	-32	-16	1	43*
CCOC(=O)[C@H]1[C@H]2COc3cc(OC)ccc3[C@@H]2N2C(=O)CN(CCc3c[nH]c4ccccc34)C(=O)[C@@]12C	11	15	-4	16	8	12	22	9
CC(C)c1csc(CN2CCC(CO)(Cc3ccccc3)CC2)n1	-2	-24	-2	0	3	8	-2	-8
O=C(CN1CCN(C/C=C/c2ccccc2)CC1)Nc1ccccc1C(=O)NC1CC1	-1	18	-3	-11	13	2	14	-7
CCOC(=O)C1(CC)NC(c2ccc(N(C)C)cc2)C2C(=O)N(C)C(=O)C21 (configuration not stated)	-5	-16	-2	4	-5	-15	-10	-2
C/C(=N\N=C(N)N)c1ccc(C)c(C)c1	0	14	5	-2	-4	10	6	0
CCOc1ccccc1NC(=O)COC(=O)CC(NC(N)=O)c1ccc(Cl)cc1 (configuration not stated)	-1	0	-1	-5	7	2	11	0
CC1(C)Cc2c(sc3[nH]c(=S)n(Cc4ccco4)c(=O)c23)CO1	4	26	-1	0	33	0	7	6
CC(=O)N1CCN(C(=O)COc2ccccc2C(=O)Nc2ccccc2)CC1	1	0	-5	-16	12	8	4	-5
CCOc1ccc(NC(=O)c2ccc(NC(=O)c3ccc(NC(N)=O)cc3)cc2)cc1	0	-9	12	-4	-6	-21	9	-3
CCC(=O)NNC(=O)CCC(=O)Nc1cccc(Cl)c1C	3	13	4	1	4	-4	18	-3
COc1ccccc1/C=N/N1CCN(c2ccc(Cl)cc2)CC1	-4	-2	-6	8	0	-14	1	4
CCc1ccc(-n2c(Cn3nc(C(F)(F)F)cc3C)n[nH]c2=S)cc1	2	-4	3	-12	-4	-3	-3	-2
Cc1cccc(NC(=O)CSCC(=O)Nc2ccccc2N2CCCCC2)c1	0	4	12	30	0	1	12	7
COC(=O)CN(c1ccc(OC)c(OC)c1)S(C)(=O)=O	5	-7	1	3	-1	-1	17	1
COc1cc(NS(=O)(=O)c2ccc(NC(=O)CSC3=NCCS3)cc2)nc(OC)n1	3	1	5	-5	-9	nt	7	nt
CC(C)(C)c1ccc(/C=C/C(=O)c2ccc(NC3=NCCCS3)cc2)cc1	7	-6	4	-3	16	31	-26	0
COc1ccc(NC(=O)CSc2nc3c(c(=O)n2-c2ccc(F)cc2)SCC3)c(OC)c1	1	-3	2	-6	-4	2	14	-2
COc1ccc(OCCC(=O)OCC(=O)Nc2cccc(Br)c2)cc1	-2	5	-2	-10	10	-16	-11	18
CCN1CCN(C(=O)c2nn(-c3ccc(OC)cc3)c(=O)c3c2c2ccccc2n3C)CC1	-5	-29	-11	1	-22	18	-16	-5
COC(=O)CN1C(=O)COc2ccc(Cl)cc21	-1	7	10	-9	3	4	21	-6

Further results follow.
SMILES	SENP7 inh	Jurkat NFkB inh	SENP8 inh	Apaf1 inhib	UBC13 polyUb	Gli-Sufu antag	697 NFkB inh	HKDC1 inhibitor
O=C(N/N=C/c1cc([N+](=O)[O-])ccc1O)/C(=C\c1cccs1)NC(=O)c1ccccc1	-1	-4	0	-9	-56	-8	-13	-15
COc1cc(NC(=O)CSc2nc(C)cc(C)n2)cc(OC)c1OC	-1	21	1	-3	4	52	13	-27
O=C(NCC(=O)N1CCC2(CC1)NCCc1[nH]cnc12)c1ccc(Br)cc1	-12	6	-4	10	-2	9	-17	-2
Cc1cccc(N2CCN(Cc3nc(-c4ccccc4Cl)oc3C)CC2)n1	-5	-12	3	-3	-9	-10	-8	4
Cc1ccc2nc(Nc3nc(CSc4nnnn4-c4ccccc4)cc(=O)[nH]3)nc(C)c2c1	6	10	-2	13	0	8	-6	1
COc1ccc(CCNC(=O)c2nc3ncccn3n2)cc1OC	-17	-8	-5	6	-2	-1	-9	-3
CC1CC(=S)Nc2ccccc2N1Cc1ccccc1 (configuration not stated)	0	-12	7	41*	2	10	-5	5
CC(=O)c1c(C)nc2ccc(C)cc2c1-c1ccccc1	-8	16	-2	2	5	-1	1	-1
O/N=C1\CCCc2nnc3c(c21)CCCC3	-4	-9	-1	4	4	3	17	-1
Nc1nc(SCC(=O)Nc2ccc3c(c2)CCC3)n[nH]1	-2	-5	-9	14	-3	-4	-27	-8
Cc1cc(S(=O)(=O)Nc2ccc(C(=O)NCCCN3CCOCC3)cc2)ccc1F	4	-3	7	2	-2	-6	13	2
O=C(OCC(=O)N1CCC(Cc2ccccc2)CC1)c1ccccc1F	26	9	25	5	-1	1	8	1
CCn1c(SCC(=O)c2c(N)n(C3CC3)c(=O)[nH]c2=O)nnc1-c1ccoc1C	-15	-15	-12	-2	-2	-2	11	-3
O=C(NC(=S)Nc1ccccc1Br)C1CC1	0	-4	16	2	6	-9	1	-5
COc1ccc(-c2cc(=O)[nH]c(N3CCN(Cc4ccccc4)CC3)n2)cc1	9	0	-13	17	4	-17	-1	-7
O=S(=O)(c1cccs1)N1CCN(c2ncccn2)CC1	-3	-10	6	4	4	2	-12	-11
Cc1cccc(OCC(=O)NC2CCCCCC2)c1C	-6	-11	-18	13	0	-11	-36	0
CCOc1cc(S(=O)(=O)NCc2cccnc2)c(C)cc1C	-1	5	0	4	10	-4	20	3
Cc1c(N(C(=O)c2cnccn2)C2(C(=O)NC3CCCC3)CCCCC2)c(=O)n(-c2ccccc2)n1C	8	-10	4	-12	5	6	-3	-3
O=C1CC(c2ccc3c(c2)OCCO3)Oc2ccccc21 (configuration not stated)	9	-83	0	2	1	-49	-78	3
O=C(O)c1cc(S(=O)(=O)NCC2COc3ccccc3O2)ccc1Cl (configuration not stated)	4	-8	1	-6	-9	-2	7	-3
Cc1ccc(CCNC(=O)C2CCN(S(=O)(=O)c3cccc4nsnc34)CC2)cc1	0	3	-3	0	4	-12	7	-3
c1ccc(COC2CCCN(Cc3nc(-c4cnccn4)no3)C2)cc1 (configuration not stated)	-3	5	-5	0	-17	-5	7	-2
CCCCC(CC)C(=O)Nc1ccc(S(=O)(=O)Nc2nccs2)cc1 (configuration not stated)	-1	-3	-5	-9	-11	-12	11	-8
CCc1cccc2c(C(=O)CSc3nncn3-c3ccccc3OC)c[nH]c12	1	11	7	11	0	-14	16	-3

The list goes on:
SMILES	SENP7 inh	Jurkat NFkB inh	SENP8 inh	Apaf1 inhib	UBC13 polyUb	Gli-Sufu antag	697 NFkB inh	HKDC1 inhibitor
CS(=O)(=O)N(CC(=O)N1CCc2ccccc2C1)c1ccccc1F	6	11	8	-12	7	6	14	-4
Cc1nn(-c2ccccc2)c(Cl)c1C(=O)OC(C)C(=O)Nc1ccc2c(c1)OCO2 (configuration not stated)	6	-8	2	8	-1	-4	-2	4
Cc1cc(C)c(N(C(=O)Cn2nnc3ccccc32)C(C(=O)NC(C)(C)C)c2ccsc2)c(C)c1 (configuration not stated)	3	13	1	4	-1	11	15	-5
COc1ccccc1-c1c(C)nn2c(N3CCN(c4ccccc4OC)CC3)cc(C)nc12	2	8	11	15	8	-10	-21	1
CCOc1cc(N2CCOCC2)c(OCC)cc1NCC(=O)N1CCN(Cc2ccccc2)CC1	-7	-3	-10	-2	-12	-4	7	8
COC1=C/C(=C/c2c(N)n3nc(CC(=O)N4CCOCC4)sc3nc2=O)C=CC1=O	-1	0	2	-3	-31	32	5	6
COc1ccccc1CCC(=O)N(C)CC(=O)Nc1ccc(Cl)c(C(F)(F)F)c1	-2	4	0	20	1	-3	7	2
CCOc1ccc(/C=N/NC(=S)Nc2c(C)cccc2C)cc1	5	-7	-3	13	0	-2	-14	-4
COc1cccc(N=c2oc3c(C)ncc(CO)c3cc2C(N)=O)c1	16	1	-1	13	-15	-5	-15	-2
CCCn1c2ccccc2c2cnn(CC(=O)NCCN(CC)CC)c(=O)c21	-4	1	-13	3	11	4	-12	-2
CCOC(=O)c1c(C)[nH]c(C)c1S(=O)(=O)N(C)CC(=O)N1CCN(c2ccc(OC)cc2)CC1	14	14	-6	-6	-6	11	3	-3

Compounds were not picked by outcome; overall some 3.6% were active at least once.
